LYP act = activators of human LYP (PTPN22) phosphatase; AID 697; activation, % at 2 µM; actives 0.11% (n = 96,000); recombinant LYP, DiFMUP fluorescence; 0 = plate median, 100 = signal doubled; Q9Y2R2;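 active = activation at 2 µM above a set limit, the mean plus 5 SD, cut at about 37% in these data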
S1P2 agonist = S1P2 (human) receptor agonism; O95136; S1P2-expressing cell line, agonist reporter read-out; activation, % at 4.5 µM; actives 0.46% (n = 97,000); AID 729; in the data active = activation above about 16%;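 note: 0% = vehicle low control and 100% = maximal reference agonist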
PostGolgi ctrl = yeast control strain growth, post-Golgi counter-screen; efflux-deficient yeast background strain, growth absorbance A615, 16 h; inhibition, % at 10 µM; actives 5% (n = 98,000); AID 738
EphB4 antag = blocks human EphB4 binding to ephrin-B2 | inhibition, % at 7 µM | actives 0.15% (n = 97,000) | AID 720 | EphB4 LBD / TNYL-RAW-Alexa532 peptide, fluorescence polarization | P54760;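 active = inhibition above the screen-wide mean inhibition plus 3 SD, cut at about 15% in these data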;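 note: 0% = DMSO wells and 100% = excess unlabeled TNYL-RAW peptide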
S1P2 antag = S1P2 (human) receptor antagonism | O95136 | cell-based S1P2 antagonist assay, inhibition at 5 uM | inhibition, % at 5 µM | actives 0.21% (n = 97,000); in the data active = inhibition above about 45%;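 note: CRE beta-lactamase reporter cells expressing human S1P2 stimulated with S1P; 0% = agonist at EC80 alone and 100% = agonist plus reference antagonist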
LYP inh 2 = blocks human PTPN22 phosphatase activity | Q9Y2R2 | recombinant LYP catalytic domain, DiFMUP fluorescence | inhibition, % at 2 µM | actives 0.21% (n = 96,000);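 active = inhibition at 2 µM at or above a set limit, the screen mean plus 3 SD, cut at about 24% in these data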;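 note: 0% = DMSO with enzyme and 100% = enzyme fully blocked by orthovanadate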
PostGolgi yeast = growth inhibition of a yeast mutant, post-Golgi transport screen. post-Golgi transport phenotypic cell assay. inhibition, % at 10 µM. actives 0.9% (n = 98,000);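 note: yeast cells grown in 1536-well plates; yeast grown about 18 h at 30C before absorbance read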
FAK inh = FAK (human) kinase inhibition. Q05397. biochemical FAK kinase activity assay. inhibition, %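 (tested at 7 µM)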. actives 0.84% (n = 97,000); in the data active = inhibition above about 19%;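 note: 0% = DMSO and 100% = reference compound high control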
Target sequence (Q05397 whole entry, looked up): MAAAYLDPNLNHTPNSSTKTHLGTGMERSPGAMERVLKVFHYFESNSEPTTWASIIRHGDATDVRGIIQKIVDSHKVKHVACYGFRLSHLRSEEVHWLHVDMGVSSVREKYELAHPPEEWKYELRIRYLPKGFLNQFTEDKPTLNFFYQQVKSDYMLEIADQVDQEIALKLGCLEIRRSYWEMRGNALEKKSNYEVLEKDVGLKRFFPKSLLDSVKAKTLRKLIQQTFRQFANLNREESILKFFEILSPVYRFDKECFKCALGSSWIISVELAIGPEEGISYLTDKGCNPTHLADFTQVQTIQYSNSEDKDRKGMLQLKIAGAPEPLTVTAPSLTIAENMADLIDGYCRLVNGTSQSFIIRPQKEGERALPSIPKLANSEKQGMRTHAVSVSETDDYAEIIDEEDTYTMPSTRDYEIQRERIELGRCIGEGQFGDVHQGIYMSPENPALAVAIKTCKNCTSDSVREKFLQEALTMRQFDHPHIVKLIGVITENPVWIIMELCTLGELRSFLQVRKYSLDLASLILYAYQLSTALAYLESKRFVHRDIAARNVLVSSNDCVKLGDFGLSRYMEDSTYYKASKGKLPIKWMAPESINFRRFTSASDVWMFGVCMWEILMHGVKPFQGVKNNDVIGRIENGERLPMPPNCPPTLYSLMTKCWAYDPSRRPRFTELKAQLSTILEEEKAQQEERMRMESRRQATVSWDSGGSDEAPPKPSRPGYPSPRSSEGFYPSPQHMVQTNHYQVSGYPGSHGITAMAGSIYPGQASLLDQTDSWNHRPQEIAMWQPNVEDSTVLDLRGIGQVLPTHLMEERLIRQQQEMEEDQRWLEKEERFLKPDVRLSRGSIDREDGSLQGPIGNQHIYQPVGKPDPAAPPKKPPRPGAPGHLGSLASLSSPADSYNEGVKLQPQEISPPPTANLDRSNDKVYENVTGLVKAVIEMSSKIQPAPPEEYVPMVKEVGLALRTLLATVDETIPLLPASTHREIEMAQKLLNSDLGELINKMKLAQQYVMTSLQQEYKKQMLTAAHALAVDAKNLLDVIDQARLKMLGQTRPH
Rev-RRE block = inhibitors of HIV-1 Rev-RRE RNA interaction; Rev peptide-RRE RNA binding, FRET; inhibition, % at 8 µM; actives 0.79% (n = 97,000);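 active = inhibition above the screen-wide mean plus 3 SD, cut at about 35% in these data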;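 note: 0% = median DMSO wells and 100% = median Neomycin B control wells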
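Assay system: labelled RRE RNA duplex and labelled Rev peptide / Medium: HEPES pH 7.5 salt buffer with EDTA / Reagent: labelled Rev peptide / Schedule: 5 + 15 min at 25 °C / Signal: FRET, excitation 480 nm, emission 540 nm donor and 671 nm acceptor / Benchmarks: DMSO and neomycin B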
* = called active by the depositor; · = not tested or not shown; [ ] = remark or other dose. Cut-off read from the data, not from the text of the source, unless noted: active = inhibition above about 30%; inactive = the rest. Rows were taken by chance; overall some 7% were active at least once.

SMILES	LYP act	S1P2 agonist	PostGolgi ctrl	EphB4 antag	S1P2 antag	LYP inh 2	PostGolgi yeast	FAK inh	Rev-RRE block
Cc1ccc(C(=O)/C=C/c2ccc(-c3ccccc3[N+](=O)[O-])o2)cc1	-4	-6	12	9	-1	2	-6	0	16
Cn1c(=O)c2cc(S(=O)(=O)N3CCOCC3)ccc2n(C)c1=O	-8	-5	-8	3	-11	8	-10	0	6
COC(=O)C1=C(C)N(C(C)C)C(=O)C1(NC(=O)C1CCCCC1)C(F)(F)F (stereo not drawn)	-6	-6	10	1	-6	8	2	0	3
O=c1c2[nH]c3ccc(F)cc3c2ncn1C1CCCCC1	2	-5	0	7	11	-4	-17	10	8
CC(=NCc1ccco1)C1=C(O)c2ccccc2C1=O	4	-3	11	-2	7	-4	1	28*	-1
O=C(CSc1nccn1-c1ccccc1)N1CCc2ccccc21	-10	-3	1	4	-17	13	-12	-1	4
COc1ccc(C(=O)Nc2nc3ccc4nc(C)sc4c3s2)cc1	-3	-5	-2	2	-5	1	-18	27*	-1
CC1(C)Cc2nc3nc(SCC(=O)NCCc4ccccc4)n(-c4ccccc4)c(=O)c3cc2CO1	0	-2	6	7	20	1	2	8	11
CC(C)N(CCCNC(=O)C1CCN(S(=O)(=O)N2CCOCC2)CC1)Cc1ccccc1	6	-3	-3	-2	-2	-9	-5	-1	-3
OC(COc1ccccc1Cl)CN1CCN(CC(O)COc2ccccc2Cl)CC1 (stereo not drawn)	6	-4	16	0	21	-6	20	7	13
COCCN1C(=O)c2oc3c(C)cc(C)cc3c(=O)c2C1c1cccc(O)c1 (stereo not drawn)	-2	-3	5	1	11	5	-7	1	10
O=[N+]([O-])c1cccc(/C=N\N2CCN(c3ccc(Cl)cc3)CC2)c1	·	-7	·	3	18	·	·	0	6
COc1cc(/C=C2/N=C(c3ccccc3F)OC2=O)cc(Cl)c1OS(C)(=O)=O	4	-2	2	-15	4	-4	2	-2	-3
CN(c1ccccc1)S(=O)(=O)c1ccc(C(=O)NCC2CCCO2)cc1 (stereo not drawn)	4	-6	3	2	2	-2	16	-2	-1
c1ccc2c(c1)[nH]c1nc3nncn3nc12	7	-6	-4	5	7	-9	-5	-8	4
O=C(Nc1ccc(N2CCOCC2)c(Cl)c1)c1cccnc1	3	-2	16	2	5	-7	0	-7	0
O=C(CSc1nc2c(sc3ccccc32)c(=O)n1Cc1ccco1)NCC1CCCO1 (stereo not drawn)	-6	-3	32*	-11	15	4	6	2	3
O=C(NCCN1CCCCCC1)c1ccc(CS(=O)(=O)c2ccc(Br)cc2)o1	-13	-3	15	-2	9	12	-7	6	0
COc1cccc(N2CCN(CC(=O)NCc3cccs3)CC2)c1	11	-4	-7	10	1	-15	-2	-3	4
CCS(=O)(=O)Nc1ccc(C(=O)CC2(O)C(=O)Nc3ccc(Br)cc32)cc1 (stereo not drawn)	6	-1	0	4	7	-8	1	0	0
Cc1cnc(NC(=O)Cc2c[nH]c3ccccc23)s1	2	-7	16	-4	10	-2	8	3	-1
COc1ccc(CNC(=O)C2CCCN(S(=O)(=O)c3c(C)n[nH]c3C)C2)cc1 (stereo not drawn)	5	-3	2	9	-1	-1	-1	0	6
COc1ccc(Nc2ncnc3c2cnn3Cc2ccccc2)cc1	4	-4	·	0	14	-7	·	-5	15
COCCn1c(SCC(=O)Nc2nc3ccccc3s2)nnc1-c1ccoc1C	3	16*	·	-8	-19	-7	·	2	0
COc1cccc(Nc2ncnc3c2cnn3-c2cccc(C)c2)c1	-5	-4	5	-5	-8	4	1	3	9
Cc1c(N2C(=O)c3cccc4cccc(c34)C2=O)c(=O)n(-c2ccccc2)n1C	-6	1	-3	-3	-9	7	3	0	-5
Cc1cc(NC(=O)c2cnn3c(C(F)F)cc(C4CC4)nc23)no1	24	1	15	-2	-27	-26	-3	6	7
O=C(C1CCN(S(=O)(=O)c2cccc3cccnc23)CC1)N1CCn2c1nc1ccccc12	-7	-4	6	6	7	6	-1	2	11
O=C(Nc1ccc(Oc2ccccc2)cc1)c1cnc2n(c1=O)CCS2	-2	-2	0	-1	11	-2	-6	4	5
OCCN(CCO)CC(O)COc1ccc2c(c1)OCO2 (stereo not drawn)	10	-10	5	6	2	-7	1	-1	3
COC(=O)c1ccccc1NC(=S)NC(=O)C1CC1	16	-1	3	0	-2	-22	-8	0	4
CCOc1ccccc1C1C(C#N)=C(SCC(=O)OC)NC(=O)C1C(=O)OC (stereo not drawn)	-5	-2	-1	-3	16	5	-3	-1	8
O=C(Nc1c(C(=O)Nc2ccc3c(c2)OCCO3)cnn1-c1ccccc1Cl)c1ccco1	3	-3	-1	3	-10	-3	-10	3	5
COc1ccc(NC(=O)CCc2c(C)nc3nc(C)nn3c2C)cc1	6	-8	6	-6	-26	-4	1	3	0
O=C(Nc1ccc(F)c(Cl)c1)C1CCN(S(=O)(=O)c2cccnc2)CC1	-3	-3	0	1	17	0	-8	5	4
C=CCn1c(=N)n(CC(O)COc2ccc(OC)cc2)c2ccccc21 (stereo not drawn)	4	-4	0	-7	5	-6	-3	0	-5
CCn1cc(C(=O)OCC(=O)Nc2cccc(S(=O)(=O)N3CCOCC3)c2)c(=O)c2ccc(C)nc21	-4	-4	6	5	-7	4	-11	0	11
CN(C)c1nc(C(=O)NN)nc(N(C)C)n1	-1	-1	1	2	-4	0	-1	1	5
CN(C)S(=O)(=O)c1cc([N+](=O)[O-])ccc1N1CCCCCC1	9	-1	11	-6	-6	-5	19	4	4
Cc1ccc(O)c(NC(=O)c2cccc(NC(=O)c3ccco3)c2)c1	7	-3	12	-4	-16	-5	-6	2	-2

Ordered by formula weight (highest first): some entries from above
SMILES	LYP act	S1P2 agonist	PostGolgi ctrl	EphB4 antag	S1P2 antag	LYP inh 2	PostGolgi yeast	FAK inh	Rev-RRE block
C=CCn1c(=N)n(CC(O)COc2ccc(OC)cc2)c2ccccc21 (stereo not drawn)	4	-4	0	-7	5	-6	-3	0	-5
COc1ccc(Nc2ncnc3c2cnn3Cc2ccccc2)cc1	4	-4	·	0	14	-7	·	-5	15
CN(C)S(=O)(=O)c1cc([N+](=O)[O-])ccc1N1CCCCCC1	9	-1	11	-6	-6	-5	19	4	4

Some of these compounds in order of heavy-atom count, falling.
SMILES	LYP act	S1P2 agonist	PostGolgi ctrl	EphB4 antag	S1P2 antag	LYP inh 2	PostGolgi yeast	FAK inh	Rev-RRE block
CC1(C)Cc2nc3nc(SCC(=O)NCCc4ccccc4)n(-c4ccccc4)c(=O)c3cc2CO1	0	-2	6	7	20	1	2	8	11
O=C(Nc1c(C(=O)Nc2ccc3c(c2)OCCO3)cnn1-c1ccccc1Cl)c1ccco1	3	-3	-1	3	-10	-3	-10	3	5
CC(C)N(CCCNC(=O)C1CCN(S(=O)(=O)N2CCOCC2)CC1)Cc1ccccc1	6	-3	-3	-2	-2	-9	-5	-1	-3
O=C(CSc1nc2c(sc3ccccc32)c(=O)n1Cc1ccco1)NCC1CCCO1 (stereo not drawn)	-6	-3	32*	-11	15	4	6	2	3
OC(COc1ccccc1Cl)CN1CCN(CC(O)COc2ccccc2Cl)CC1 (stereo not drawn)	6	-4	16	0	21	-6	20	7	13
Cc1c(N2C(=O)c3cccc4cccc(c34)C2=O)c(=O)n(-c2ccccc2)n1C	-6	1	-3	-3	-9	7	3	0	-5
COc1cc(/C=C2/N=C(c3ccccc3F)OC2=O)cc(Cl)c1OS(C)(=O)=O	4	-2	2	-15	4	-4	2	-2	-3
CCS(=O)(=O)Nc1ccc(C(=O)CC2(O)C(=O)Nc3ccc(Br)cc32)cc1 (stereo not drawn)	6	-1	0	4	7	-8	1	0	0
O=C(Nc1ccc(Oc2ccccc2)cc1)c1cnc2n(c1=O)CCS2	-2	-2	0	-1	11	-2	-6	4	5
Cc1ccc(C(=O)/C=C/c2ccc(-c3ccccc3[N+](=O)[O-])o2)cc1	-4	-6	12	9	-1	2	-6	0	16
Cc1cc(NC(=O)c2cnn3c(C(F)F)cc(C4CC4)nc23)no1	24	1	15	-2	-27	-26	-3	6	7
Cn1c(=O)c2cc(S(=O)(=O)N3CCOCC3)ccc2n(C)c1=O	-8	-5	-8	3	-11	8	-10	0	6
O=C(Nc1ccc(N2CCOCC2)c(Cl)c1)c1cccnc1	3	-2	16	2	5	-7	0	-7	0
O=c1c2[nH]c3ccc(F)cc3c2ncn1C1CCCCC1	2	-5	0	7	11	-4	-17	10	8
CC(=NCc1ccco1)C1=C(O)c2ccccc2C1=O	4	-3	11	-2	7	-4	1	28*	-1
Cc1cnc(NC(=O)Cc2c[nH]c3ccccc23)s1	2	-7	16	-4	10	-2	8	3	-1
CN(C)c1nc(C(=O)NN)nc(N(C)C)n1	-1	-1	1	2	-4	0	-1	1	5

Other entries
SMILES	LYP act	S1P2 agonist	PostGolgi ctrl	EphB4 antag	S1P2 antag	LYP inh 2	PostGolgi yeast	FAK inh	Rev-RRE block
Cc1ccc(NC(=O)CCC(=O)NNC(=O)c2ccco2)c(C)c1	-12	-5	20	3	19	16	3	4	7
CC(=O)c1ccc(NC(=O)C2CC(c3ccc(F)cc3)=NO2)cc1 (stereo not drawn)	-4	-7	-10	2	10	2	12	0	5
Cc1nn(-c2cc(N3CCCCCC3)ccc2[N+](=O)[O-])c(=O)c2ccccc12	6	-6	5	-3	17	-4	1	-6	2
COC(=O)c1ccc(N(C(=O)CNC(=O)c2ccco2)C(C(=O)NC2CCCC2)c2ccco2)cc1 (stereo not drawn)	4	-6	·	-10	-12	-2	·	-1	3
C=CCc1cccc2cc(C(=O)N(CC)CC)c(=O)oc12	-5	0	1	-2	-4	3	-15	-2	-1
Cc1ccc(C)c(NC(=O)CN2C(=O)CNC2=O)c1	16	-6	-1	4	6	-13	6	-1	12
C=CCNC(=O)c1onc(CSc2ccccc2)c1C(=O)O	-13	-7	17	2	8	16	-4	1	7
Oc1ccc2[nH]ccc2c1	11	-1	7	-8	-7	-15	15	-3	0
CCOc1cc(/C=C2\C(=O)N(Cc3ccc(C)cc3)C(C)=C2C(=O)OC)ccc1O	-11	-2	17	2	3	14	2	-1	4
CC1CCN(S(=O)(=O)c2ccc(N/N=C(/C#N)C(N)=O)cc2)CC1	4	-8	-11	-7	-17	2	-2	0	4
CCCCCn1c(N2CCN(Cc3ccccc3)CC2)nc2c1c(=O)[nH]c(=O)n2C	0	-9	14	7	4	3	1	0	-1
CCc1nc2oc3cc(OC)ccc3c(=O)c2c(=O)n1-c1ccccc1	-2	-9	0	5	18	1	-2	14	6
Cc1c(OCC(F)(F)F)ccnc1CSc1nc2ccccc2[nH]1	-2	2	-2	-2	-23	2	-3	-1	6
CC1(C)CC(=O)C2=C(C1)NC(SCC(N)=O)=C(C#N)C21CCCCC1	4	-1	11	11	13	0	-4	7	5
CCC(NC(=O)Nc1ncccc1C)(C(F)(F)F)C(F)(F)F	-3	2	2	-1	16	0	-5	2	9
N#C/C(=C/c1ccc(N2CCCCCC2)o1)c1cccc(F)c1	0	-4	1	-1	50*	-1	-5	3	105*[fluorescence artefact?]
CCn1c(SCC(=O)NCC2CCCO2)nnc1-c1ccccc1 (stereo not drawn)	5	-4	7	-2	-10	-3	-3	-1	2
COc1ccc(NC(=O)C2CCCN(S(=O)(=O)c3c(C)n[nH]c3C)C2)cc1 (stereo not drawn)	-4	-5	17	7	15	4	-3	4	8
COc1ccccc1NC(=O)CSc1nnc(CC(=O)Nc2ccccc2)n1C	10	1	6	-1	-12	-15	1	0	1
COCCn1nnnc1C(c1cc2c(C)cc(C)cc2[nH]c1=O)N1CCCCCC1 (stereo not drawn)	12	-3	9	1	6	-13	-5	-5	-3
CCn1c(CC(=O)Nc2ccc(C)cc2)nnc1SCC(=O)N1CCN(c2ccccc2)CC1	-1	0	-8	9	12	2	-4	0	1
